D3 ag – activates the human D3 dopamine receptor; P35462; D3R DiscoveRx beta-arrestin cells, luminescence, 90 min; max activation, %; hit rate 0.58% among 410,000; in the data active = max activation above about 30%; also: 0% is about no effect; mostly tested at two doses, the higher about 12 µM
Target sequence (P35462 whole entry, looked up): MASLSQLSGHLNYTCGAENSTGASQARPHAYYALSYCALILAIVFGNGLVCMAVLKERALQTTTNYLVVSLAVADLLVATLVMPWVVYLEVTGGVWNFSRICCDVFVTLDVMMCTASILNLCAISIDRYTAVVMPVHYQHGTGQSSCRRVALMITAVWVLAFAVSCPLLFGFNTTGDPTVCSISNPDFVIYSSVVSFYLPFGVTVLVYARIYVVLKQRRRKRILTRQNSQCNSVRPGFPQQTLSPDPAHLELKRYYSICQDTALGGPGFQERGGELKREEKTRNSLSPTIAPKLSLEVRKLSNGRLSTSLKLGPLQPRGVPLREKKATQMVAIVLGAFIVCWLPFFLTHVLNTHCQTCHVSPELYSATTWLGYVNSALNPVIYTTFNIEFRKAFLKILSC
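Agonist mode: compounds and dopamine controls were applied to plated cells for 90 min at 37 degrees C after an overnight attachment at 1500 cells/well. Luminescent read-out followed 30 - 60 minutes at room temperature with DiscoveRx detection reagent.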
Abeta rescue – compounds reversing amyloid beta toxicity in yeast | yeast expressing A-beta42, growth rescue, OD600, 48 h; response scale: 0% DMSO, 100% iron-clioquinol control | Potency, µM (titrated, usually from 46.1 µM), inactives show top-dose growth rescue, usual class: activators | hit rate 0.063% among 410,000 | AID 1347071; also: potency is read from the fitted curve at half-maximal effect; nearly all actives have a fitted effect of over 55% in size
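Growth rescue measured by 600 nm absorbance after 48 h yeast culture at 30 C with compound. Values normalized between DMSO and an equimolar ferric chloride plus clioquinol control.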
FUS yeast rescue – rescues growth of FUS-expressing yeast; Potency, µM (highest dose often 76.6 µM), for the others: at the highest dose growth rescue (activation), hits mostly activators; hit rate 0.24% among 390,000; S. cerevisiae FUS-expressing, growth rescue, OD600, 24 h;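 also: potency is read from the fitted curve at half-maximal effect; plate controls were DMSO vehicle for no effect and reference control for full effect; nearly all actives have a fitted effect of over 55% in size; some results filed as inactive show a strong effect at the top dose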
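Galactose (2%) drives FUS expression in yeast precultured in raffinose; seeding density OD 0.005. Test compounds incubated 24hr at 30C and 99% humidity before absorbance at 600 nm was measured.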
EPAC2 ag – EPAC2 (human) agonism; Q8WZA2; EPAC2 activation, biochemical qHTS; response scale: 100% = 6.5 mM cAMP response; Potency, µM (titrated, usually from 154 µM), for the others: at the highest dose activation, actives largely listed as activators; hit rate 0.079% among 360,000; also: potency is read from the fitted curve at half-maximal effect; nearly all actives have a fitted effect of over 50% in size
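qHTS, titration series. 100 nM EPAC2 / 250 nM Rap1B-BODIPY-GDP / 50 uM GDP; RT; ex 480/em 540 nm, 5-min reads to 30 min. Norm. to 6.5 mM cAMP = activation.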
TDP43 rescue – rescues yeast growth from TDP-43 toxicity; TDP-43 expressing yeast growth rescue, BacTiter-Glo, 24 h; AID 652104; Potency, µM (highest dose often 46.1 µM), inactives show top-dose growth rescue (activation), actives largely listed as activators; hit rate 1.8% among 410,000; also: potency is read from the fitted curve at half-maximal effect; % of control where 0% means no effect; nearly all actives have a fitted effect of over 50% in size
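Luminescence from BacTiter-Glo reports growth of TDP-43-expressing yeast after 24 hr at 30 deg C with compound. Cells were raffinose-pregrown to mid-log, then seeded in galactose medium at OD600=0.02.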
aSyn rescue – rescues yeast growth from alpha-synuclein toxicity; hit rate 0.14% among 370,000; Yeast expressing alpha-synuclein, growth rescue, BacTiter-Glo, 24 h; Potency, µM (titrated, usually from 46.1 µM), without a hit: at the highest dose growth rescue (activation), hits mostly activators; also: potency is read from the fitted curve at half-maximal effect; % of control where 0% means no effect; nearly all actives have a fitted effect of over 65% in size
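Rescue of yeast growth: cells expressing toxic alpha-synuclein, induced in galactose at OD600 0.02, incubated with compound 24 h at 30 C. ATP luminescence quantified growth; inhibitors of toxicity appear as activators.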
EPAC2 antagonist – antagonists of human EPAC2. Q8WZA2. EPAC2 GEF exchange of Rap1B-BODIPY-GDP, fluorescence. Potency, µM (titrated, usually from 114 µM), for inactives: at the top dose activity, negative = inhibition, usual class: inhibitors. hit rate 0.18% among 360,000. AID 720708; also: potency is read from the fitted curve at half-maximal effect; % is scaled to controls: 0 for no effect and ±100 for the full control effect; nearly all actives have a fitted effect of over 45% in size; many of its hits are not listed in these tables
D3 antag – antagonists of human D3 dopamine receptor | P35462 | D3R cells, DiscoveRx beta-arrestin luminescence, antagonist mode; active compounds read low | max response, negative = inhibition, % | hit rate 2.5% among 360,000 | AID 652054; in the data active = max response below about -50%; inconclusive = no clear call, values can overlap the other calls; also: % is scaled to controls: 0 for no effect and ±100 for the full control effect; mostly tested at two doses, the higher about 12 µM
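Cells expressing the human receptor were seeded at 1500 cells/well, incubated overnight at 37 degrees C in 5% CO2, then exposed to library compounds with dopamine controls for 90 minutes at 37 degrees C before luminescent detection.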
* marks the source's active call; other numbers are inactive results; ? = inconclusive; . = no result given; & = joins results of further samples; [ ] = remark or other dose. Unless noted, calls follow the shape of the dose curve; as a rule, active = well fitted curve in the direction sought with a large enough effect; inconclusive = small, poorly fitted or top-dose-only effect, or another doubt; inactive = no such curve, though single readings can be large; an effect the other way counts as inactive or inconclusive. This is a subset; rates above refer to the full screens.

No.	smiles	D3 ag	Abeta rescue	FUS yeast rescue	EPAC2 ag	TDP43 rescue	aSyn rescue	EPAC2 antagonist	D3 antag
1	O=C(CCCCl)N1CCc2[nH]c3ccccc3c2C1	-8.0	0.5%	-1.7%	4.6%	-2.0%	0.7%	8.4%	-13.6
2	C=C(C)CSc1nncn1/N=C/c1ccc(OC)cc1	-40.1	10.7%	7.3%	-0.8%	-1.6%	12.7%	-10.6%	-4.3
3	COc1ccc(N2CCN(S(=O)(=O)c3ccc(OC)c(-c4noc(C)n4)c3)CC2)cc1	-10.2	-9.7%	-6.9%	.	-2.7%	?	.	.
4	Cc1ccc(NC(=O)N2CCC(C(=O)c3ccc(F)cc3)CC2)cc1	-4.4	2.9%	14.8%	-1.8%	?	2.4%	-11.5%	5.9
5	Cc1ccc(-c2[nH]c(=S)[nH]c(=O)c2C#N)cc1	-5.2	-11.8%	-2.1%	4.9%	16.3%	-0.5%	-9.9%	-11.9
6	COc1cc(C(=O)NCC(c2ccc3c(c2)OCO3)N2CCOCC2)cc(OC)c1OC (stereo unspecified)	-16.7	2.1%	1.1%	.	16.4%	.	.	.
7	O=C(O)c1cc(N/N=C/c2c(O)ccc3ccccc23)ccc1Cl	3.1	21.1%	8.2%	2.0%	-17.6%	-9.4%	-14.5%	-2.3
8	CCn1nnnc1SCC(=O)c1cc(Cl)ccc1OC	1.7	-6.0%	-31.6%	9.2%	14.1%	0.7%	-6.9%	-9.3
9	COc1ccccc1NC(=O)N(C)C[C@@H]1OCc2cn(nn2)CCCC(=O)N([C@H](C)CO)C[C@H]1C	3.5	9.9%	-24.0%	2.9%	18.7%	4.1%	-3.6%	18.8
10	Cc1ccc(OCCCC(=O)NC2CCCCC2)cc1	2.4	-6.4%	22.5%	1.3%	-21.0%	8.1%	11.3%	7.1
11	O=C1OCc2ccc(NC(=O)C3CC3)cc21	-6.1	-1.1%	7.9%	2.4%	0.9%[9.22 µM]	0.3%	1.6%	-1.7
12	C=C1C[C@H](O[C@@H]2O[C@H](CO)[C@@H](O)[C@H](O)[C@H]2O)[C@@H]2[C@H](OC(=O)[C@H]2C)[C@H]2[C@H](C)[C@@H](O)C[C@@H]12	1.6	-5.7%	-10.1%	-0.5%	13.5%	-0.3%	10.4%	-1.9
13	O=C(Nc1ccc(Br)cc1)Nn1cnnc1	-11.2	-11.6%	36.2%	11.6%	-11.8%	-5.4%	-0.1%	-11.3
14	O=C(c1ccccc1)N(NC(=O)C(O)(c1ccccc1)c1ccccc1)c1cccc(F)c1	2.1	12.4%	-12.7%	-9.1%	7.2%	-5.8%	-2.0%	-5.5
15	N#Cc1cccc(NC(=O)CSc2ccccc2)c1	-1.1	-1.1%	43.7%	9.2%	-11.4%	-13.2%	-10.2%	12.9
16	O=c1cc(CO)oc(C(Nc2cccc([N+](=O)[O-])c2)c2ccccn2)c1O (stereo unspecified)	2.6	11.2%	-13.1%	10.9%	17.4%	1.7%	-3.9%	4.7
17	COc1cccc(-c2nnn(CC(=O)Nc3ccc(C)cc3C)n2)c1OC	1.3	0.2%	43.9%	-4.7%	17.6%	-13.4%	-9.1%	-16.5
18	NS(=O)(=O)c1cccc2c1c([N+](=O)[O-])cc1nc(O)c(O)nc12	-3.2	3.1%	-33.6%	14.2%	16.7%	1.2%&4.9%	-9.8%	0.7
19	CCCCCC(=O)Nc1ccc(C(=O)CN2C(=O)NC3(CCCCCC3)C2=O)cc1	-0.9	11.2%	17.8%	-5.0%	-3.6%	-1.3%	5.3%	?
20	COc1cc(C(=O)COC(=O)C2CCN(c3ccc(C(F)(F)F)cn3)CC2)ccc1OC(F)F	5.3	6.8%	23.4%	-3.4%	14.7%	3.6%	-27.3%	11.8
21	CCC(CC)C(=O)NCc1ccc2c(c1)cc(C)n2C	3.4	-14.0%	41.7%	2.9%	-14.1%	-9.1%	29.5%	-12.2
22	CCc1c(C)c2c(C)[nH]nc2oc1=O	-5.4	-11.4%	2.9%	-2.1%	3.2%	-6.1%	-2.9%	-6.4
23	COc1cc(C2NC(=O)NC(O)(C(F)(F)F)C2C(C)=O)cc(OC)c1OC (stereo unspecified)	-13.6	9.8%	.	16.3%	-10.0%	-23.6%	22.7%	5.6
24	O=C(Nc1ccc(F)cc1)Nc1ccc(N2CCCC2)c(S(=O)(=O)Nc2ccccc2Cl)c1	18.9	11.7%	6.3%	3.3%	15.3%	-8.7%	-3.0%	-15.4
25	COc1ccc(N2CC(C(=O)N[C@@H](C)C(=O)NC3CCCCC3)CC2=O)cc1 (stereo partly specified)	-1.8	8.2%	-3.7%	-1.2%	2.3%	-8.0%	0.2%	1.0

Entries of single compounds, quoted from the list. Values in the order: D3 ag | Abeta rescue | FUS yeast rescue | EPAC2 ag | TDP43 rescue | aSyn rescue | EPAC2 antagonist | D3 antag
`Cc1ccc(NC(=O)N2CCC(C(=O)c3ccc(F)cc3)CC2)cc1` across the screens: -4.4 | 2.9% | 14.8% | -1.8% | ? | 2.4% | -11.5% | 5.9
`O=c1cc(CO)oc(C(Nc2cccc([N+](=O)[O-])c2)c2ccccn2)c1O` (stereo unspecified) across the screens: 2.6 | 11.2% | -13.1% | 10.9% | 17.4% | 1.7% | -3.9% | 4.7

Other structures follow.
No.	smiles	D3 ag	Abeta rescue	FUS yeast rescue	EPAC2 ag	TDP43 rescue	aSyn rescue	EPAC2 antagonist	D3 antag
26	COc1ccccc1N(CC(=O)NC(C)(C)C)C(=O)Cn1nnc(-c2ccc(C)o2)n1	2.8	8.6%	18.9%	3.2%	-10.1%	2.8%	5.1%	28.3
27	CSCCC(NC(=O)c1ccoc1C)C(=O)O (stereo unspecified)	4.8	5.9%	-19.6%	5.3%	-1.3%	1.4%	14.2%	7.0
28	CC1(C)CC(=O)c2cc(OCC(=O)O)ccc2O1	1.6	2.1%	20.1%	9.4%	-11.3%	1.2%	-2.6%	26.8
29	Nc1ccc2nc(CCCCCCCCc3nc4ccc(N)cc4[nH]3)[nH]c2c1	4.2	1.4%	25.5%	-2.7%	22.6%	1.1%	0.6%	-0.1
30	O=S(=O)(NC1CCCCCCC1)c1cccs1	1.1	-22.5%	-4.2%	-13.7%	21.8%	1.4%	-3.8%	-24.7
31	CC1(C)CC(=O)C(/C=N/n2cnc3ccccc3c2=O)=C(O)C1	-4.0	-9.3%	9.9%	1.5%	20.0%	-1.9%	6.5%	-14.4
32	O=C(Nc1ccc(S(=O)(=O)Nc2ncccn2)cc1)c1cccc([N+](=O)[O-])c1	2.1	3.6%	-58.3%[inhibitor]	3.9%	-2.2%	-0.2%	-3.1%	-0.4
33	CC(C(=O)O)c1cccc(Oc2ccccc2)c1 (stereo unspecified)	-28.8&9.9	3.3%	-30.1%	12.9%	0.0%	2.9%	-11.0%	-62.2*
34	CCOC(=O)C1=C(N)OC2=C(C(=O)CC(C)(C)C2)C1c1cccs1 (stereo unspecified)	-2.9	2.2%	23.4%	5.6%	-6.5%	-2.6%	-0.5%	32.1
35	COc1ccccc1OCc1ccc(C(=O)NCC(C)C)o1	-7.1	8.9%	8.2%	13.2%	-13.1%	-9.3%	-3.2%	-14.5
36	Cc1cc(OCC(=O)N(C)Cc2ccccc2)ccc1Br	-4.1	?	13.4%	6.7%	25.4%	13.4%	?	6.2
37	Oc1ccc2ccc3[nH]cnc3c2c1	0.9	-1.3%	-18.8%	-0.6%	9.3%	1.4%	-25.1%	12.4
38	CCOC(=O)C1=C(COC(=O)c2nc(Cl)ccc2Cl)NC(=O)NC1C (stereo unspecified)	5.6	11.0%	-6.8%	6.7%	0.0%	-3.2%	2.3%	20.1
39	Cc1ccc(-n2c(SCc3ccc(C(=O)O)cc3)nnc2-c2ccncc2)cc1	-4.7	19.2%	24.8%	7.7%	-23.7%	1.9%	0.0%	-17.2
40	COc1cccc(-c2nc3nc(C)cc(C)n3c2NC2CCCCC2)c1	-1.3	-0.3%	6.5%	8.8%	0.0%	3.7%	?	-19.4
41	COC1=C/C(=C/c2c(N)n3nc(CC(=O)N4CCCC4)sc3nc2=O)C=CC1=O	6.0	-16.7%	?	11.0%	-21.2%	-17.8%	11.3%	-29.6
42	CCc1ccc(C2=C/C(=C/c3cccnc3)C(=O)O2)cc1	-2.8	-7.9%	.	19.4%	1.2%	-15.4%	23.7%	-2.0
43	CCOC(=O)c1ccc(NC(=S)N(CCCN2CCCC2)Cc2ccco2)cc1	-17.2	-16.2%	15.4%	4.1%	-18.5%	1.6%	-1.9%	14.5
44	Cc1cccc(N2CN=C3SCC(=O)N3C2)c1	-1.6	10.5%	-21.0%	4.5%	-0.3%	-8.3%	5.7%	0.1
45	CCS(=O)(=O)c1ccc(O)c(NC(=O)Nc2ccc(C(C)(C)C)cc2)c1	-4.2	3.4%	16.5%	4.7%	5.4%	-8.2%	-16.2%	14.2
46	CS(=O)c1ccccc1-c1nc(-c2ccc([N+](=O)[O-])cc2)no1 (stereo unspecified)	-10.2	-12.2%	0.6%	8.1%	-11.6%	0.8%	-7.7%	3.1
47	C/C(=C\c1ccccc1)C(=O)c1c(C)cc(C)[nH]c1=O	1.5	9.1%	21.0%	-3.5%	9.8%	-0.6%	-6.4%	24.7
48	O=C(Nc1ccc2c(c1)OCCO2)c1ccc(Cl)c(Cl)c1	2.0	5.1%	-10.5%	10.0%	0.0%	-8.2%	3.1%	1.8
49	COCCn1c(=O)[nH]c2cc(C(=O)N3CCN(c4cccc(C(F)(F)F)c4)CC3)ccc2c1=O	6.3	9.9%	9.5%	10.4%	-3.6%	-1.0%	-2.8%	30.4
50	CC1CCN(C(=O)Cn2cnc3c(cnn3C(C)(C)C)c2=O)CC1	12.3	9.3%	9.2%	1.7%	-33.8%[inhibitor]	2.8%	19.6%	13.2
51	Cc1cccc(CNc2ncnc3ccc(-c4ccc5c(c4)OCO5)cc23)c1	.	1.8%	-3.3%	25.0%	.	.	-17.7%	.
52	COc1ccc([C@H]2C[C@@H](O)[C@H](n3cc(C4CC4)nn3)CN2Cc2cccs2)cc1	-0.7	2.3%	13.9%	6.3%	0.0%	15.1%	5.8%	-8.4

Source: PubChem BioAssay
